Assay outcomes as filed in PubChem BioAssay.
PKM2 activator: qHTS Assay for Activators of Human Muscle isoform 2 Pyruvate Kinase; Potency, µM (doses to about 57.5 µM), inactives show at the top dose activation, usual class: activators; hit rate 0.34% among 260,000; Pyruvate kinase PKM (Homo sapiens), P14618; AID 1631, 2009; purified PKM2, Kinase-Glo ATP luminescence, activation; response scale: 0% is enzyme alone, no compound; also: potency is read from the fitted curve at half-maximal effect; % is scaled to controls: 0 for no effect and ±100 for the full control effect; nearly all actives have a fitted effect of over 55% in size
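Purified hPK-M2 (>95%) run at intermediate activity with 0.1 mM ADP and 0.5 mM PEP in 50 mM imidazole pH 7.2, KCl, MgCl2; 1 h room temperature. ATP formed read by Kinase-Glo luminescence; normalized to uninhibited and no-enzyme controls.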
Giardia kill: Small Molecules that selectively kill Giardia lamblia: qHTS; Giardia lamblia trophozoite viability; activity change, % at 7.66 µM, hits read low; hit rate 0.15% among 340,000; in the data active = activity change below about -80%; inconclusive = between about -30% and that limit;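 also: parasites exposed to compound for two days anaerobically before the ATP read; % is scaled to controls: 0 for no effect and ±100 for the full control effect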
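Anaerobic 48 hrs incubation at 37 deg C of 100 trophozoites/well with test compounds; ATPLite 1-Step luminescence, 15-30 min RT, reports cellular ATP as viability.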
RORg inh: qHTS for inhibitors of ROR gamma transcriptional activity; Nuclear receptor ROR-gamma (Mus musculus), P51450; Drosophila S2 Gal4-RORgamma UAS-luciferase reporter, 20 h; Potency, µM (titrated, usually from 53.6 µM), inactives show top-dose activity change, negative = inhibition, actives largely listed as inhibitors; hit rate 5.4% among 310,000; AID 2551, 2010; also: potency is read from the fitted curve at half-maximal effect; % is scaled to controls: 0 for no effect and ±100 for the full control effect; nearly all actives have a fitted effect of over 60% in size
Target sequence (P51450 whole entry, looked up, the tested form may be a part): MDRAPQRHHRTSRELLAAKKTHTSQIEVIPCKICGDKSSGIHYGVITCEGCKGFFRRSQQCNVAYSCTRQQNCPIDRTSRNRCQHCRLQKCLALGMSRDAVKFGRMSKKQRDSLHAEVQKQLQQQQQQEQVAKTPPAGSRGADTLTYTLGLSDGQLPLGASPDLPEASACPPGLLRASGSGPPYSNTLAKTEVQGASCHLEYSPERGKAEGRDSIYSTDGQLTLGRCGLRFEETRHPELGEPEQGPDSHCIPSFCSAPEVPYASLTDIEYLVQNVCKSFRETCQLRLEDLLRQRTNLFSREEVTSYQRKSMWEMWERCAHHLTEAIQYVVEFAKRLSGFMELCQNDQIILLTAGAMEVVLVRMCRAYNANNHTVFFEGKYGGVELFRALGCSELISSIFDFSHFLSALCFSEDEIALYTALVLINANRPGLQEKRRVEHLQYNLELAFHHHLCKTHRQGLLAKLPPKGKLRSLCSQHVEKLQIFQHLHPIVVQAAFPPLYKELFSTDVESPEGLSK
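Stably transfected Drosophila Schneider cells are the test system, with ROR gamma fused to Gal4 and luciferase under UAS control; luminescence is read after 20 hr of 700 uM copper sulfate induction at ambient temperature.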
BRCA1 expr act: qHTS Assay to Identify Small Molecule Activators of BRCA1 Expression; MCF7-BRCA1-FFLuc reporter, luminescence, 48 h; response scale: scaled: vehicle 0%, 10 µM genistein 100%; Potency, µM (series often up to 46.1 µM), without a hit: at the top dose activation, actives largely listed as activators; hit rate 1.1% among 380,000; also: potency is read from the fitted curve at half-maximal effect; nearly all actives have a fitted effect of over 80% in size; some results filed as inactive show a strong effect at the top dose
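Luminescence from a BRCA1-driven firefly luciferase in MCF7 cells was the read-out, taken 15 min after substrate addition following 48 h compound exposure at 37 °C. Data were normalized to a 10 microM genistein control and DMSO vehicle.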
Gal4-VP16 FLuc: VP16 counterscreen qHTS for inhibitors of ROR gamma transcriptional activity; Drosophila S2 Gal4-VP16 UAS-luciferase, luminescence, 20 h; Potency, µM (doses to about 53.6 µM), for the others: at the highest dose activity, negative = inhibition, usual class: inhibitors; hit rate 3.5% among 310,000; AID 2546, 2010;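 also: Gal4-VP16 expression switched on by copper sulfate through the metallothionein promoter; potency is read from the fitted curve at half-maximal effect; % is scaled to controls: 0 for no effect and ±100 for the full control effect; nearly all actives have a fitted effect of over 50% in size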
FLuc modulator: qHTS profiling assay for firefly luciferase inhibitor/activator using purifed enzyme and Km concentrations of substrates (counterscreen for miR-21 project); Luciferin 4-monooxygenase (Photinus pyralis), P08659; purified FLuc, Km substrates, luminescence inhibition; Potency, µM (titrated, usually from 57.5 µM), without a hit: at the top dose activity change, negative = inhibition, hits mostly inhibitors; hit rate 6.9% among 360,000; AID 588342, 2011;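 also: potency is read from the fitted curve at half-maximal effect; plate controls were vehicle for no effect and reference inhibitor for full effect; nearly all actives have a fitted effect of over 55% in size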
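Purified P. pyralis luciferase (10nM final) with 10uM D-luciferin and 10uM ATP (Km levels) in 50mM Tris acetate pH 7.5, 10mM Mg acetate, 0.01% Tween-20, 0.05% BSA; qHTS 6-point titration, ~60 µM downward; luminescence read.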
NPC1 prom act: qHTS Assay for NPC1 Promoter Activators; Huh7 NPC1 promoter luciferase reporter, 24 h; hit rate 2.4% among 320,000; Potency, µM (top dose mostly 9.22 µM), for the others: at the highest dose activation, actives largely listed as activators;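 also: potency is read from the fitted curve at half-maximal effect; % of control where 0% means no effect; nearly all actives have a fitted effect of over 60% in size; reporter is driven by a mutant NPC1 promoter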
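Stable NPC1-promoter luciferase Huh7 line; cpd (DMSO) 24 h, 37 °C, 5% CO2; Amplite luciferase reagent 10 min RT; luminescence readout. qHTS format.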
Menin-MLL TR inh: qHTS Assay for Inhibitors Targeting the Menin-MLL Interaction in MLL Related Leukemias: Competition With Texas Red Labeled MLL-derived Mutant Peptide; O00255; Menin + Texas Red MLL mutant peptide, fluorescence polarization; Potency, µM (series often up to 61.6 µM), inactives show top-dose FP activity change, negative = inhibition, actives largely listed as inhibitors; hit rate 0.23% among 270,000; active = well fitted inhibition curve with a large enough effect in the polarisation, with a control signal flat, not every such curve was filed as active; inconclusive = small, poorly fitted or top-dose-only effect, or effect the other way, or a change in a side signal; inactive = no such curve, though single readings can be large or run the other way; the % refers to the polarisation; also: potency is read from the fitted curve at half-maximal effect; % of control where 0% means no effect; many of its hits are not listed in these tables
Target sequence (O00255 whole entry, looked up): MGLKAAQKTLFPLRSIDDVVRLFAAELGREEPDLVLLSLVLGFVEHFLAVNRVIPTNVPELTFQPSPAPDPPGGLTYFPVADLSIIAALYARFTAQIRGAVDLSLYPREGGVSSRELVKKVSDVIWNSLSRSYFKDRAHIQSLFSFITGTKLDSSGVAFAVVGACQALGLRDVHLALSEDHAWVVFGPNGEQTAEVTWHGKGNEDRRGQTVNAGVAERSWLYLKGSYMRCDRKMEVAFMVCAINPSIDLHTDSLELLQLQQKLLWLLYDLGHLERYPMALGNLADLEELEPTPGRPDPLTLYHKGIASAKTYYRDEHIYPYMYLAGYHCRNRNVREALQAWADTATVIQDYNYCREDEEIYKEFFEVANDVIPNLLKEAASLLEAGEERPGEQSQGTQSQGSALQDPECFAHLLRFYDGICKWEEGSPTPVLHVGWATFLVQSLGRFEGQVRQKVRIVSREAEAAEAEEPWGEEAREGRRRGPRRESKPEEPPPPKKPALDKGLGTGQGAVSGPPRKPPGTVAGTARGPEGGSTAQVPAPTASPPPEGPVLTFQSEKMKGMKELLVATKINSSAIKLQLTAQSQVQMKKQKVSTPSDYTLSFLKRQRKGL
ELG1 genotoxic: qHTS screen for small molecules that induce genotoxicity in human embryonic kidney (HEK293T) cells expressing luciferase-tagged ELG1; HEK293T ELG1-luciferase reporter, luminescence, 16 h; Potency, µM (titrated, usually from 46 µM), inactives show top-dose activity change, positive = activation, most hits filed as activators; hit rate 1.3% among 330,000; AID 504466, 2011; also: potency is read from the fitted curve at half-maximal effect; % of control where 0% means no effect; nearly all actives have a fitted effect of over 60% in size
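Genotoxicity was scored as increased ELG1-luciferase reporter signal, measured by ONE-Glo luminescence (30 min, room temperature). Compound or vehicle exposure of the HEK293T reporter cells lasted 16 hr at 37°C.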
Rab9 prom act: qHTS Assay for Rab9 Promoter Activators | Huh7 Rab9 promoter-luciferase reporter, luminescence, 24 h | Potency, µM (top dose mostly 9.22 µM), for inactives: at the highest dose activation, negative = inhibition, most hits filed as activators | hit rate 2.8% among 320,000 | AID 485297, 2010; also: potency is read from the fitted curve at half-maximal effect; % of control where 0% means no effect; nearly all actives have a fitted effect of over 60% in size
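Huh7 reporter line, Rab9 promoter upstream of luciferase. Compound exposure 24 h at 37 °C in reduced-serum medium with 10% FBS. Read-out: luminescence.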
p53 reactivation: qHTS assay for re-activators of p53 using a Luc reporter | H1299 p53-A138V BP100-luciferase reporter, luminescence, 24 h | Potency, µM (top dose mostly 92.2 µM), without a hit: at the highest dose activity change, positive = activation, usual class: activators | hit rate 0.063% among 320,000 | AID 504706, 2011; also: potency is read from the fitted curve at half-maximal effect; % of control where 0% means no effect; nearly all actives have a fitted effect of over 45% in size
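H1299 (p53-null), stable ts p53-A138V + BP100-Luc; 1000 cells/well, Opti-MEM/10% FBS; cpd 4 pt, 1:5; 24 h, 37 deg C, 5% CO2; detection reagent 10 min RT; luminescence.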
* marks the source's active call; other numbers are inactive results; u = inconclusive; x = no result given; & = joins results of further samples; [ ] = remark or other dose. Unless noted, calls follow the shape of the dose curve; as a rule, active = well fitted curve in the direction sought with a large enough effect; inconclusive = small, poorly fitted or top-dose-only effect, or another doubt; inactive = no such curve, though single readings can be large; an effect the other way counts as inactive or inconclusive. An excerpt; count on the stated rates, not on these rows.

SMILES	PKM2 activator	Giardia kill	RORg inh	BRCA1 expr act	Gal4-VP16 FLuc	FLuc modulator	NPC1 prom act	Menin-MLL TR inh	ELG1 genotoxic	Rab9 prom act	p53 reactivation
CC1=C(C(=O)N(C)C)C(c2cccc(Cl)c2)NC(=O)N1 (configuration not stated)	-16%	4	11µM*	12%	-2%	0%	2%	6%	-1%	1%	-1%
COc1ccc(N2C(=O)CSC2c2cccc(OC)c2OC)cc1 (configuration not stated)	-1%	15	17%	-10%	-12%	4%	-2%	4%	2%	-4%	-4%
COC(=O)C1=CN(C)C=C(C(=O)OC)C1c1ccc(Cl)cc1Cl	-7%	7	1%	5%	-2%	0%	-3%	-2%	-1%	1%	-5%
COc1ccc(N2C(=NC(=O)c3ccccc3)SC3CS(=O)(=O)CC32)cc1 (configuration not stated)	-3%	12	15%	-5%	2%	3%	-1%	33%[activator]	3%	0%	-4%
COc1ccc(C2C(C(=O)NCCN(C)C)c3cc(OC)c(OC)cc3C(=O)N2C)cc1OC (configuration not stated)	-1%	-7	-42%	0%	1%[0.365 µM]	-2%	-3%	-3%	-5%	-8%	1%
COc1cc(NC(=O)CSc2cc(C)c3cc(C)cc(C)c3n2)c(C(=O)O)cc1OC	0%	-9	-1%	-1%	7%	-9%	1%	x	0%	0%	-1%
CCOC(=O)CSc1nnc(CSc2nc3ccccc3s2)n1C	9%	-8	0%	11%	3%	5%	-5%	1%	-7%	5%	14%
CCc1ccccc1NC(=O)c1cc(-c2ccco2)on1	-3%	-10	0%	-5%	12%	-11%	0%	9%	0%	11%	5%
c1ccc(-n2c(Sc3cnccn3)nnc2-c2cccs2)cc1	5%	-2	29%	0%	10%	4%	1%	0%	2%	-7%	1%
CC(=O)NNC(=S)NCCc1ccccc1	0%	-20	11µM*	-5%	-10%	0%	-6%	9%	0%	-3%	17%
Cc1ccc(/C=N\Nc2cn[nH]c(=O)c2Cl)cc1	1%	9	36%	-14%	u	24µM*	29%	-2%	21µM*	u	9%
CCOc1ccc(-c2c(C(=O)N/N=C/c3ccsc3)nnn2-c2nonc2N)cc1	0%	9	-34%	-27%	u	1%	1%	31%[activator]	3%	0%	-4%
CCN1CCN(c2ccc([N+](=O)[O-])cc2S(=O)(=O)N2CCOCC2)CC1	-1%	1	7%	-14%	1%	0%	-7%	-3%	-4%	-9%	14%
CCOC(=O)Nc1ccc(Cc2ccncc2)cc1	4%	5	15%	26%	-9%	u	9%	22%	0%	11%	1%
O=C1CSc2ccc(C(=O)N3CCN(c4ccccn4)CC3)cc2N1	-6%	2	9%	-16%	4%	1%	-4%	-2%	-8%	-6%	-22%
CC(/C=C/c1ccco1)=N/NC(=O)C1COc2ccccc2O1 (configuration not stated)	14%	-12	10%	-1%	-11%	-20%	-3%	x	0%	2%	5%
COc1cccc(N2C(=O)C3CCCN3C2c2ccc(Cl)cc2)c1 (configuration not stated)	-7%	7	22%	2%	2%	-3%	8%	4%[11.7 µM]	0%	-15%	0%
CCn1c(C)nnc1SCC(=O)Nc1ccccc1OC	1%	3	-7%	-4%	-4%	-5%	7%	-13%	4%	-1%	24%
COc1ccc(-n2nnnc2-c2cn(C)nc2C(F)(F)F)cc1	1%	6	14%	6%	-2%	-3%	-6%	-2%	-6%	-3%	-7%
Cc1noc(C)c1CSCC(=O)Nc1ccc(Br)cc1Cl	x	-5	x	-16%	x	-1%	-5%	x	10%	-1%	-9%
Cc1ccc(CS(=O)(=O)CCC(=O)NCCc2ccccc2)cc1	x	3	12%	12%	2%	0%	-3%	13%	0%	10%	1%
Cc1cc(C)cc(N(CCC#N)C(=O)COC(=O)CCc2c[nH]c3ccccc23)c1	x	-14	x	-13%	x	-1%	-2%	x	1%	11%	-6%
CCCCN(Cc1ccco1)C(=O)c1cc2c(=O)[nH]c3ccc(C)cc3c2s1	0%	4	-2%	-49%	-8%	-1%	-6%	4%	-8%	-3%	-4%
Cn1c2c(c(O)c(-c3ccccc3)c1=O)C(=O)CC(C)(C)C2	5%	3	u	-2%	8%	0%	-3%	-19%	0%	0%	10%
Cc1cc(NC(C)c2ccccc2)n2ncc(-c3ccccc3)c2n1 (configuration not stated)	x	2	-18%	6.3µM*	5%	12µM*	2.5µM*	76%[activator]	u	4µM*	u
CC(C)(CO)Nc1ncnc2onc(-c3ccc(F)cc3)c12	x	-4	20%	-24%	-5%	3%	-1%	-4%	-2%	0%	-4%
CCC(C)NC(=O)c1ccccc1NS(=O)(=O)c1ccc(OC)c(OC)c1 (configuration not stated)	1%	1	-30%	1%	-1%	11%	-6%	7%	-16%	-6%	-1%
CCc1ccccc1N1C(=O)CN(Cc2cc(OC)c(OC)c(OC)c2)C1=S	x	2	51%	-27%	22%	-1%	0%	33%[activator]	-6%	-6%	8%
CCOC(=O)N1CCN(C(=O)CN(c2ccc(C)c(C)c2)S(=O)(=O)c2ccccc2)CC1	-5%	11	12%	-3%	-3%	0%	2%	-1%	1%	1%	-6%
COc1ccc(C(=O)NN=C2CCCC2)c(OC)c1	1%	16	11%	12%	5%	0%	2%	-9%	7%	1%	1%
Nc1nc(=S)n(-c2ccccc2)[nH]1	-20%	-16	u	0%	1%	-9%	-5%	9%	3%	1%	-3%
O=C(CN1C(=O)C2C3C=CC(C3)C2C1=O)Nc1ccc(C(=O)O)cc1 (configuration not stated)	-8%	9	1%	5%	-5%	1%	-1%	24%	-3%	-2%	1%
O=C(CNCC1CCCO1)NCc1ccco1 (configuration not stated)	9%	-10	2%	-4%	-8%	-3%	0%	-8%	-2%	-3%	-2%
O=C(Nc1ccc2c(c1)C(=O)N(c1ccccc1)C2=O)C1CCCO1 (configuration not stated)	0%	-5	4%	1%	u	u	-1%	31%[activator]	1%	6%	26%
Cc1oc2c(CN3CCCCC3)c(O)ccc2c(=O)c1-c1ccc(Br)cc1	x	13	17%	-4%	-5%	0%	-2%	u	1%	2%	2%
COC(=O)c1cnc(SCC(=O)c2ccccc2)n1C	x	-16	-45%	u	-26%	3.4µM*	1µM*	-19%	u	1.1µM*	11%
O=C1C=C(c2cnc3ccccc3c2)C[C@@H](c2ccc3c(c2)OCO3)C1	x	-4	x	-43%	x	-7%	1%	x	-4%	1%	-10%
CC1(C)CC(=O)c2c(S(C)(=O)=O)sc(Br)c2C1	-5%	18	-15%	-67%	-15%	1%	-1%	x	-6%	-3%	9%
Cn1c(=O)c2[nH]c(C3CCCC3)nc2n(C)c1=O	x	-1	12%	-29%	-23%	x	-3%[46.1 µM]	1%&-8%	x	3%[46.1 µM]	x
COc1ccc2c(c1OC)C(=O)N1c3ccccc3C(=O)N(c3ccccc3)C21 (configuration not stated)	-1%	11	-25%	-17%	0%	-4%	-5%	-15%	-11%	13%	-15%
CC(C(=O)Nc1cccnc1)c1ccc([N+](=O)[O-])cc1 (configuration not stated)	-2%	-16	u	12%	3%	-1%	-7%	5%	-8%	-10%	0%
O=C(CSc1nnc(NC(=O)C2CCC2)s1)Nc1ccccc1F	0%	19	-31%	-2%	-9%	3%	7%	12%	-1%	6%	0%
COc1ccc(NC(=O)N2CCNC(=O)C2CC(=O)Nc2ccc(F)cc2)cc1 (configuration not stated)	-3%	14	-43%	3%	8%	-2%	2%	x	0%	3%	4%
CC1(C)Cc2c(c(N3CCOCC3)nc3sc(C#N)c(N)c23)CS1	-1%	-3	38%	0%	1%	3%	x	-2%	x	x	x
CSCCOC(=O)COc1ccc(/C=N/NC(=O)c2c(Cl)cnn2C)cc1	-5%	4	-4%	-15%	4%	-7%	-4%	x	1%	2%	7%
COCCN(C(=O)CC1C(=O)NCCN1CC(c1ccccc1)c1ccccc1)C(C)C (configuration not stated)	-12%	5	-10%	-23%	4%	0%	-7%	-26%	-3%	-4%	-3%
CC1(C)CC(=O)c2sc(NS(=O)(=O)c3ccc(Cl)cc3)nc2C1	6%	39[activator]	u	-6%	0%	-13%	-6%	u	0%	6%	3%
